Screening data as filed in PubChem.
CCT modulator: changes cytosolic chaperonin activity; purified chaperonin ATPase assay, HTRF ADP detection, 30 min; activity change, % (concentration not given with the values), hits read low; actives 0.3% (n = 360,000); in the data active means activity change below about -30%; further: on the % scale 0 is the no-effect control and ±100 the full control effect
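Enzyme 40 or 20 nM (batch-dependent) in Tris pH 7.4/KCl/MgCl2/DTT; cpd 76 uM single point; ATP 10 uM; 30 min 37 °C; Transcreener ADP HTRF detection, 30 min RT; ratio 665/615.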
WRN inhibitor: inhibitors of human WRN helicase; AID 651768; Q14191; WRN helicase unwinding, fluorescent forked duplex, kinetic; Potency, µM (highest dose often 114 µM), for inactives: at the top dose activity change, negative = inhibition, most hits filed as inhibitors; actives 0.46% (n = 360,000); further: potency means the concentration at half of the fitted maximal effect; on the % scale 0 is the no-effect control and ±100 the full control effect; nearly all actives have a fitted effect of over 55% in size
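Primary qHTS, 1536-well format. 20 nM WRN + compound, 15 min RT; start with 100 nM forked fluorophore/quencher duplex, 2 mM ATP (final); kinetic read ex 525/em 598 nm.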
PI5P4Ka inh: blocks human PI5P4K alpha kinase activity; PI5P4Kalpha enzyme, ADP-Glo luminescence, 60 min; stronger effect = lower value; max response, %; actives 1.2% (n = 330,000); AID 652105; active means max response of -50% or lower; inconclusive means between -30% and -50%; inactive means -30% or higher; further: value at the top dose of about 77 µM; on the % scale 0 is the no-effect control and ±100 the full control effect
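Enzyme plus substrate dispensed, test compounds pinned in, then ATP (5 microM final) added. After 60 min at RT, ADP-Glo reagent 1 for 45 min and reagent 2 for 30 min preceded luminescence imaging.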
IL-2 act: activates IL-2 in a cell-based reporter assay | activation, % (series mostly up to about 46 µM) | actives 0.065% (n = 360,000) | IL-2 activation reporter assay, cell-based qHTS; stimulated with anti-CD3/CD4/CD28 beads; in transgenic mouse T cells; in the data active means activation above about 50%; inconclusive means mostly about 30% to 49%; further: 0% is about no effect
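Screening format: compound pinned onto unstimulated transgenic mouse T cells, 60 min incubation, then anti-CD3/anti-CD4/anti-CD28 bead stimulation for 18 hours at 37 degrees C, followed by EGFP and DsRed detection.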
EPAC1 agonist: EPAC1 (human) agonism | actives 0.073% (n = 360,000) | EPAC1 agonist qHTS, biochemical assay; response scale: 100% = response to 6.5 mM cAMP | O95398 | Potency, µM (highest dose often 154 µM), inactives show top-dose activation, usual class: activators; further: potency means the concentration at half of the fitted maximal effect; nearly all actives have a fitted effect of over 60% in size
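Compounds were pinned as a concentration titration into mixtures of EPAC1 (100 nM), BODIPY-GDP-loaded Rap1B (250 nM) and GDP (50 uM). After 5 min at room temperature, fluorescence was followed for 30 min; activity was scaled to 6.5 mM cAMP.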
EPAC1 antagonist: blocks human EPAC1 exchange factor. O95398. EPAC1 GEF assay, Rap1b-BODIPY-GDP exchange fluorescence. Potency, µM (series often up to 115 µM), inactives show top-dose activity change, negative = inhibition, hits mostly inhibitors. actives 0.14% (n = 360,000);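 further: potency means the concentration at half of the fitted maximal effect; plate controls were vehicle for no effect and positive control for full effect; nearly all actives have a fitted effect of over 50% in size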
EPAC2 ag: agonists of human EPAC2 (RAPGEF4). Q8WZA2. EPAC2 activation, biochemical qHTS; response scale: 100% = 6.5 mM cAMP response. Potency, µM (series often up to 154 µM), for inactives: at the highest dose activation, hits mostly activators. actives 0.079% (n = 360,000); further: potency means the concentration at half of the fitted maximal effect; nearly all actives have a fitted effect of over 50% in size
Target sequence (Q8WZA2 whole entry, looked up): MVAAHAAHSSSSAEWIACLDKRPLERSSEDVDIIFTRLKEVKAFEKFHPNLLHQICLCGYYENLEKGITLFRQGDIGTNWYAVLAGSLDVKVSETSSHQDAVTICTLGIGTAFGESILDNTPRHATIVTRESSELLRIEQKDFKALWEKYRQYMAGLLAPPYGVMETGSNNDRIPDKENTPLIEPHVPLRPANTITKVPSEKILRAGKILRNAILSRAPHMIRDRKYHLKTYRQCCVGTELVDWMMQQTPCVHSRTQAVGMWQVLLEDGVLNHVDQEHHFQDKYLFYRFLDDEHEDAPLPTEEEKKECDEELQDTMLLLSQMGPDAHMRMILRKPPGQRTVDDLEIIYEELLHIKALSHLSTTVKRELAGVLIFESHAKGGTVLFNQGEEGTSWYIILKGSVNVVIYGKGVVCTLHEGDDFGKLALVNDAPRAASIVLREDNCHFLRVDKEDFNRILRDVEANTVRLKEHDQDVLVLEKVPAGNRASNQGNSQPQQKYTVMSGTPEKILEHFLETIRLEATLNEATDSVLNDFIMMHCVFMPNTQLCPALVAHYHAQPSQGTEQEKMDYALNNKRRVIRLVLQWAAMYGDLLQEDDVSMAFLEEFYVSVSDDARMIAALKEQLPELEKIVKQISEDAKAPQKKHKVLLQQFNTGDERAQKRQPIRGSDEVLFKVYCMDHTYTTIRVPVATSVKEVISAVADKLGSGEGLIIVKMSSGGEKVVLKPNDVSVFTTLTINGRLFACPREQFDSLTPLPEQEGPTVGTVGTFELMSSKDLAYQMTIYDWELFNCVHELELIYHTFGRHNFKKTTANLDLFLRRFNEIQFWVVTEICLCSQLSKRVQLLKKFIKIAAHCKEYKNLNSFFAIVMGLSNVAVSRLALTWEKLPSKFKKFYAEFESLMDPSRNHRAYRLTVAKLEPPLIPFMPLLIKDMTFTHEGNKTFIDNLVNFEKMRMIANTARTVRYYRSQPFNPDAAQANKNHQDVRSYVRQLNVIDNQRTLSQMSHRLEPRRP
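Exchange assay: 100 nM EPAC2 with 250 nM Rap1B-BODIPY-GDP and 50 uM GDP. Fluorescence (ex 480/em 540 nm) read every 5 min for 30 min at room temperature. Data normalized to 6.5 mM cAMP as agonist control.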
PLK1 PBD block: inhibitors of human PLK1 polo-box domain binding. P53350. Plk1 PBD binding of FITC phosphopeptide, fluorescence polarization. Potency, µM, for inactives: max response, negative = inhibition, most hits filed as inhibitors. actives 2.8% (n = 360,000). AID 720504; further: potency means the concentration at half of the fitted maximal effect; series mostly up to about 57 µM; on the % scale 0 is the no-effect control and ±100 the full control effect; nearly all actives have a fitted effect of over 65% in size
Starred values were filed as active, the others as inactive; ? = inconclusive; / = not tested or not shown; [ ] = dose if it differs, or a comment. Unless noted, the call rests on the fitted dose curve; in most records, active means well fitted curve in the direction sought with a large enough effect; inconclusive means small, poorly fitted or top-dose-only effect, or another doubt; inactive means no such curve, though single readings can be large; an effect the other way counts as inactive or inconclusive.

Screens in order: CCT modulator | WRN inhibitor | PI5P4Ka inh | IL-2 act | EPAC1 agonist | EPAC1 antagonist | EPAC2 ag | PLK1 PBD block
- Cc1ccccc1NC(=S)NCCc1ccc(S(N)(=O)=O)cc1
    2.9 | 9% | -5 | -3.1 | -12% | -9% | -4% | 1%
- O=C(NC1CCCC1)c1cc(COc2ccc3ncccc3c2)on1
    -1.0 | 0% | -3 | -5.2 | 10% | 9% | -2% | 2%
- O=c1oc2ccccc2cc1-c1csc(Nc2ccc(O)cc2)n1
    -5.2 | -21% | -20 | -0.2 | 5% | -15% | 8% | 0%
- COCc1cc(CNC(=O)C2CCC(=O)N(Cc3cccc(OC)c3)C2)[nH]n1 (centres undefined)
    -48* | -11% | -1 | -2.7 | -5% | -2% | -1% | 0%
- COc1ccc(S(=O)(=O)N(CC(=O)NCc2ccccn2)Cc2ccccc2)cc1
    -0.9 | 0%[57.1 µM] | 1 | 0.7 | 7% | -7% | 3% | -8%
- CC(=O)NC(Cc1ccccc1)C(=O)N1CCN(C(=O)c2ccco2)CC1 (centres undefined)
    -3.3 | 5% | / | -1.9 | 6% | 4% | 15% | -9%
- Cc1ccc(Nc2nc(N)nc(CN3CCN(C)CC3)n2)cc1
    0.6 | -4% | 5 | 1.1 | 3% | -3% | 6% | -2%
- O=C(O)c1ccc(Cl)c(S(=O)(=O)N2CCC(Cc3ccccc3)CC2)c1
    0.7 | -9% | ? | -1.2 | -3% | -31% | 6% | -13%
- CCOC(=O)C(=O)NCC(c1ccco1)S(=O)(=O)c1cccs1 (centres undefined)
    3.0 | -2% | -5 | 1.0 | 1% | -3% | 9% | 0%
- CCN(CC)S(=O)(=O)c1ccc(NS(=O)(=O)c2cccs2)cc1
    0.7 | -5% | 5 | 1.5 | 0% | 3% | 4% | -3%
- CC(C)C(C)NC(=O)CSc1nnc(-c2c[nH]c3ccccc23)o1 (centres undefined)
    -1.3 | -14% | -1 | -2.3 | 2% | 2% | -2% | -9%
- COc1cccc(C=Nc2ccccc2C(=O)Nc2ccccc2)c1O
    -11 | 3% | 2 | -0.8 | 8% | 1% | -5% | -6%
- Cn1nnnc1SCC(=O)Nc1cccc(S(=O)(=O)N2CCCCC2)c1
    -5.3 | 10% | -14 | 5.4 | 5% | 3% | -1% | 1%
- Cc1cc(N)ccc1S(C)(=O)=O
    2.4 | 4% | -1 | 0.7 | -1% | 8% | -3% | -2%
- O=C(CSc1n[nH]c(=O)n1C1CC1)Nc1cc(Cl)ccc1Oc1ccccc1
    0.9 | -5% | 4 | -3.6 | 1% | 6% | 5% | 5%
- Fc1ccccc1Nc1n[nH]c(=S)s1
    0.6 | -16% | -74* | 1.0 | -6% | -28% | 7% | 30µM*
- COc1cc2cc3c(N)c(C(=O)NCc4ccco4)sc3nc2cc1OC
    1.7 | ? | -10 | 0.1 | -4% | -7% | -2% | -3%
- CC(=O)N1CCN(c2ccc(NCc3ccc(-c4cccc(Cl)c4)o3)cc2)CC1
    / | / | / | -3.0 | 5% | -5% | 4% | /
- O=C(NC1CC1)c1cc(=O)c2ccccc2o1
    -0.1 | -10% | 2 | 0.5 | 5% | -5% | 7% | -1%
- COc1ccc(CCC(=O)NNC(=O)c2ccccn2)cc1OC
    -0.5 | 13% | 0 | -4.7 | -3% | -29% | 8% | -9%
- COc1ccc(C(=O)Nc2ccc(NC(=O)CSc3nnc(-c4ccncc4)n3C)cc2)cc1
    -1.8 | 1% | 3 | -0.1 | -1% | -35% | 11% | -2%
- O=C(Nc1ccc(F)cc1Cl)C1CCN(C(=O)Nc2ccccc2)CC1
    -0.4 | -1% | 6 | -3.1 | 6% | 5% | 3% | 4%
- CCOc1ccc(CCNC(=O)C2CCN(c3ccc(N4CCOCC4)nn3)CC2)cc1OCC
    0.7 | 4% | 10 | -0.1 | -5% | -15% | -6% | 2%
- COc1ccc(CCNC(=O)CCc2ccc(S(=O)(=O)NC(C)C)cc2)cc1
    -2.1 | 5% | -7 | -0.2 | 3% | -5% | -3% | -2%
- CCC(=O)Nc1cccc(NC(=S)NC(=O)c2ccc(C)cc2)c1
    -1.5 | 4% | 2 | 0.1 | -2% | 4% | 2% | -10%
- Cc1ccc(Nc2cc(C(=O)NCCCN3CCOCC3)c3ccccc3n2)cc1C
    -0.8 | -2% | 14 | -1.7 | 9% | 7% | -4% | -3%
- CCn1cc(Cl)c(C(=O)NNC(=O)CCn2cc([N+](=O)[O-])cn2)n1
    -0.2 | 3% | 4 | -0.2 | -6% | -7% | 0% | -1%
- O=C(CSc1ncccn1)N1CCC(Cc2ccccc2)CC1
    -3.6 | 3% | -8 | -2.0 | -7% | -12% | 1% | 0%
- O=C(CCc1ccncc1)N1CCCC(Nc2ccc(F)c(F)c2)C1 (centres undefined)
    -1.8 | -5% | 0 | 0.8 | 8% | -7% | 12% | -7%
- Cc1cccc(NC(=S)NCCc2ccc(Cl)cc2)c1C
    -2.4 | -12% | 3 | 2.9 | 2% | ? | 12% | -11%

Complete entries as entered above. Order of values: CCT modulator, WRN inhibitor, PI5P4Ka inh, IL-2 act, EPAC1 agonist, EPAC1 antagonist, EPAC2 ag, PLK1 PBD block
CCn1cc(Cl)c(C(=O)NNC(=O)CCn2cc([N+](=O)[O-])cn2)n1 in the list: -0.2, 3%, 4, -0.2, -6%, -7%, 0%, -1%
CCOC(=O)C(=O)NCC(c1ccco1)S(=O)(=O)c1cccs1 (centres undefined) in the list: 3.0, -2%, -5, 1.0, 1%, -3%, 9%, 0%

More records:
Screens in order: CCT modulator | WRN inhibitor | PI5P4Ka inh | IL-2 act | EPAC1 agonist | EPAC1 antagonist | EPAC2 ag | PLK1 PBD block
- C=CCn1c(Sc2nncn2C)nc2c1c(=O)[nH]c(=O)n2C
    0.3 | 1% | 0 | -4.3 | 6% | -5% | 15% | 8%
- COC(=O)c1cc(OC)c(OC)cc1NCC(=O)Nc1ccc(C)cc1
    2.4 | -6% | -4 | -0.5 | 3% | -1% | -5% | 1%
- COc1ccc(OC)c(Nc2ccc(C(=O)O)cc2[N+](=O)[O-])c1
    1.6 | 4% | -5 | -1.3 | -2% | 21% | 5% | 1%
- O=C(Nc1cccc2ccccc12)NC1CCCc2ccccc21 (centres undefined)
    0.3 | -2% | 1 | 0.7 | 15% | 0% | 0% | -3%
- CCOC(=O)C1CCN(c2ncnc3c2c(-c2ccccc2)cn3-c2ccc(C)cc2)CC1
    1.3 | -15% | 2 | -3.4 | -1% | 9% | 8% | 2%
- O=C(CSc1nc2ccc([N+](=O)[O-])cc2[nH]1)c1ccc(Cl)cc1
    3.0 | 6% | -5 | -3.4 | 5% | 8% | -3% | -22%
- CNC(=O)c1cc(S(=O)(=O)Nc2ccc(C)cc2C)ccc1C
    -5.4 | -31% | 7 | 1.8 | 2% | -9% | 6% | -4%
- Cc1cccn2c(=O)c3cc(C(=O)NCCCn4ccnc4)n(C)c3nc12
    1.1 | -2% | -3 | -0.9 | 4% | 13% | 6% | -2%
- Cc1cc(C(=O)COC(=O)c2ccc[nH]c2=O)c(C)n1-c1ccccc1F
    0.0 | 0% | 5 | 0.0 | -6% | -3% | 3% | -2%
- COc1ccc(S(=O)(=O)N2CCC(C(=O)NCCC(=O)NCc3ccccn3)CC2)cc1
    0.7 | 4% | -8 | 0.2 | -17% | 18% | 4% | 7%
- O=C(Nc1ccccc1C(=O)O)c1cccc(NS(=O)(=O)c2ccc(Br)cc2)c1
    -0.5 | -11% | ? | 0.7 | -8% | -23% | 0% | 42µM*
- COc1ccc(N(CC(=O)NCc2ccco2)C(=O)CCC(=O)Nc2ccccn2)cc1
    -2.3 | 3% | -6 | -2.1 | -13% | 15% | 13% | -7%
- COc1ccccc1CNC(=O)COC(=O)CCN=C1NS(=O)(=O)c2ccccc21
    -2.0 | -1% | 11 | -0.2 | 2% | 2% | 3% | 0%
- CCOC(=O)NC(=O)/C(C#N)=N\Nc1cccc(OC)c1
    -1.5 | -3% | -5 | 0.4 | 8% | -3% | 3% | -1%
- COc1ccc(N(CC(=O)Nc2cc(C)ccc2C)S(=O)(=O)c2c(C)noc2C)cc1
    -1.1 | -3% | 1 | -1.7 | -1% | 2% | 4% | 6%
- CC(=O)c1ccc(N2CCN(C(=O)c3c(-c4ccccc4Cl)noc3C)CC2)cc1
    -1.4 | 5% | 0 | 2.2 | -2% | 5% | 4% | -1%
- CSCCC(NC(=O)/C(=C\c1ccco1)NC(=O)c1ccco1)C(=O)O (centres undefined)
    1.3 | -7% | 3 | -0.1 | 11% | 6% | 12% | -15%

Part of the list above in order of SMILES length, smallest number first.
Screens in order: CCT modulator | WRN inhibitor | PI5P4Ka inh | IL-2 act | EPAC1 agonist | EPAC1 antagonist | EPAC2 ag | PLK1 PBD block
- O=C(Nc1cccc2ccccc12)NC1CCCc2ccccc21 (centres undefined)
    0.3 | -2% | 1 | 0.7 | 15% | 0% | 0% | -3%
- CCOC(=O)NC(=O)/C(C#N)=N\Nc1cccc(OC)c1
    -1.5 | -3% | -5 | 0.4 | 8% | -3% | 3% | -1%
- CNC(=O)c1cc(S(=O)(=O)Nc2ccc(C)cc2C)ccc1C
    -5.4 | -31% | 7 | 1.8 | 2% | -9% | 6% | -4%
- COC(=O)c1cc(OC)c(OC)cc1NCC(=O)Nc1ccc(C)cc1
    2.4 | -6% | -4 | -0.5 | 3% | -1% | -5% | 1%
- COc1ccc(OC)c(Nc2ccc(C(=O)O)cc2[N+](=O)[O-])c1
    1.6 | 4% | -5 | -1.3 | -2% | 21% | 5% | 1%
- CSCCC(NC(=O)/C(=C\c1ccco1)NC(=O)c1ccco1)C(=O)O (centres undefined)
    1.3 | -7% | 3 | -0.1 | 11% | 6% | 12% | -15%
- Cc1cc(C(=O)COC(=O)c2ccc[nH]c2=O)c(C)n1-c1ccccc1F
    0.0 | 0% | 5 | 0.0 | -6% | -3% | 3% | -2%
- O=C(CSc1nc2ccc([N+](=O)[O-])cc2[nH]1)c1ccc(Cl)cc1
    3.0 | 6% | -5 | -3.4 | 5% | 8% | -3% | -22%
- COc1ccc(N(CC(=O)NCc2ccco2)C(=O)CCC(=O)Nc2ccccn2)cc1
    -2.3 | 3% | -6 | -2.1 | -13% | 15% | 13% | -7%
- CC(=O)c1ccc(N2CCN(C(=O)c3c(-c4ccccc4Cl)noc3C)CC2)cc1
    -1.4 | 5% | 0 | 2.2 | -2% | 5% | 4% | -1%
- COc1ccc(N(CC(=O)Nc2cc(C)ccc2C)S(=O)(=O)c2c(C)noc2C)cc1
    -1.1 | -3% | 1 | -1.7 | -1% | 2% | 4% | 6%

Not all compounds are listed; count on the stated rates, not on these rows.
